Source: PubChem BioAssay
CHO-K1 Ca antag: M1 antagonist counterscreen hit in parental CHO-K1 cells. ATP-induced calcium, Fluo-8 fluorescence. inhibition, % at 3 µM. actives 0.6% (n = 360,000);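 active = inhibition above a per-plate cutoff, the plate's mean sample inhibition plus 3 SD, cut at about 24% in these data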;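 also: 0% = DMSO plus EC80 ATP and 100% = DMSO alone without ATP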
CHO parental Ca: signal in parental CHO cells, OX1R antagonist counter-screen. parental CHO-K1, ATP-induced calcium, Fluo-8 fluorescence. AID 463079. inhibition, % at 5.6 µM. actives 0.63% (n = 330,000);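 active = inhibition above that plate's mean sample inhibition plus 3 SD, cut at about 26% in these data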;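 also: 0% = ATP-challenged DMSO wells and 100% = DMSO wells without ATP; some compounds past the cut are filed as inactive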
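Assay system: untransfected parental CHO cell line. Also added: ATP agonist challenge. Dosing: one dose, 5.6 µM nominal. Measured by: Fluo-8 fluorescence. Read-out: % inhibition. Benchmarks: ATP wells versus no-ATP DMSO wells. Repeats: no replicates.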
TAAR1 antagonist: antagonists of human TAAR1; AID 624466; inhibition, % at 3 µM; CHO RD-HGA16 TAAR1, Fluo-8 calcium fluorescence, antagonist; actives 1.5% (n = 360,000);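 active = inhibition above a per-plate cutoff, the mean inhibition of test compounds on that plate plus 3 SD, cut at about 49% in these data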;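 also: 0% = DMSO plus EC80 beta-PEA response and 100% = DMSO alone without agonist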
Target sequence (Q96RJ0 whole entry, looked up): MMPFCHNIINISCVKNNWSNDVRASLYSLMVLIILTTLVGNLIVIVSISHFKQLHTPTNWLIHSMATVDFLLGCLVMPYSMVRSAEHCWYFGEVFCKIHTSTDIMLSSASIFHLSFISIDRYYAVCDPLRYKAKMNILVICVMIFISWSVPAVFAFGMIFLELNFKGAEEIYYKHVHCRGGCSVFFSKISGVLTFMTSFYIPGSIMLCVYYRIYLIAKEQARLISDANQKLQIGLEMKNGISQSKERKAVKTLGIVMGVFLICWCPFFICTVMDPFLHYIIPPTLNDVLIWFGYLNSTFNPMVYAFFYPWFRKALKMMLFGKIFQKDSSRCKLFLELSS
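Test system: hTAAR1-expressing CHO RD-HGA16 cells, Gα16-coupled; Probe or stimulus: EC80 β-phenethylamine stimulus; Compound dosing: single nominal final test compound concentration of 3 µM; Timing: 140 s kinetic read after compound, 140 s after agonist; Signal: Fluo-8 calcium-sensitive fluorescence; Measure: % inhibition of agonist calcium response; Controls: DMSO and EC80 PEA controls.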
V1aR counter: V1a receptor agonism, counter-screen for OXTR agonists; CHO-V1R cells, Fluo-8 calcium fluorescence, agonist mode; 0% DMSO, 100% 3 nM vasopressin; activation, % at 3 µM; actives 0.25% (n = 320,000);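 active = activation above the mean activation of all tested compounds plus 3 SD, per screening run, cut at about 20% in these data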;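 also: signal is peak over basal fluorescence ratio across a 100 second FLIPR read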
CHO-K1 Ca PAM: M1 PAM counterscreen hit in parental CHO-K1 cells. ATP EC20, Fluo-8 calcium fluorescence; 0% at ATP EC20, 100% at ATP max. activation, % at 3 µM. actives 0.02% (n = 360,000). AID 602247;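 active = activation above the run cutoff, the mean activation of all test compounds plus 3 SD, cut at about 40% in these data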;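 also: peak over basal fluorescence ratio in a 140 s read after ATP addition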
CHRM1 agonist: human M1 muscarinic receptor agonism. AID 588814. actives 0.33% (n = 360,000). CHO-K1 hM1, Fluo-8 calcium fluorescence, agonist mode; 0% DMSO, 100% acetylcholine EC100. activation, % at 3 µM. P11229;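 active = activation above the run's mean compound activation plus 3 SD, cut at about 16% in these data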;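 also: peak over basal fluorescence ratio within a 140 s kinetic read after compound addition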
Target sequence (P11229 whole entry, looked up): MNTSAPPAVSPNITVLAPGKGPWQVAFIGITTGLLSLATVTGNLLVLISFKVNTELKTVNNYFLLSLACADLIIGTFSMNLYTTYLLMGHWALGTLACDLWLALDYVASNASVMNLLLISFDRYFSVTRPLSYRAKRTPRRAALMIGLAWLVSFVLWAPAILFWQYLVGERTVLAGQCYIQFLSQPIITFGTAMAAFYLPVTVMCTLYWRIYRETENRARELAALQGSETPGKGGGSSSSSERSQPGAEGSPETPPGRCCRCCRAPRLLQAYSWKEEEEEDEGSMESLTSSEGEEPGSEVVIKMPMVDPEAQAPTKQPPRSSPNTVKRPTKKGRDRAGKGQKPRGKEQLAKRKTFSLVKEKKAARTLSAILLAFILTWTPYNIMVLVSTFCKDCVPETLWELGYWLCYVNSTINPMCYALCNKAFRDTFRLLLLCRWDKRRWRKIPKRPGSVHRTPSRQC
M1 ag parental: M1 agonist counterscreen hit in parental CHO-K1 cells; actives 0.48% (n = 360,000); Fluo-8 calcium fluorescence; scaled to maximal ATP response, vehicle zero; AID 602248; activation, % at 3 µM; in the data active = activation above about 15%;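 also: untransfected CHO-K1 host cells lacking M1 receptor as counterscreen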
OXTR potentiate: potentiators of human oxytocin receptor. activation, % at 3 µM. AID 2445. actives 0.061% (n = 320,000). P30559. CHO-OTR cells, Fluo-8 calcium fluorescence, potentiator mode; 0% = oxytocin EC15, 100% = EC100;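 active = activation above that plate's cutoff, the mean activation of tested compounds plus 3 SD, cut at about 6.6% in these data, passing the limit was not always enough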;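 also: 100% uses oxytocin at 75 nM as the full agonist control; some results filed as inactive read as strong as hits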
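Material: CHO-OTR cells, human receptor; compound dosing: single dose, 3.0 µM nominal final compound concentration; schedule: 6 min compound pre-incubation at room temperature, 100 s kinetic read; measured by: kinetic Fluo-8 calcium fluorescence; read-out basis: % activation vs EC15 and EC100 oxytocin; controls: EC15 oxytocin alone as 0%, 75 nM oxytocin as 100%; replicates: singlicate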
TAAR1 agonist: human TAAR1 agonism. Q96RJ0. CHO RD-HGA16 TAAR1, Fluo-8 calcium fluorescence; vehicle wells 0%, saturating PEA agonist 100%. activation, % at 3 µM. actives 0.99% (n = 360,000);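 active = activation above the mean activation of all test compounds in the run plus 3 SD, cut at about 38% in these data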
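Test system: RD-HGA16 (CHO) cells co-expressing Gα16 and hTAAR1 / Benchmarks: DMSO vehicle as 0%, PEA at EC100 as 100% / Repeats: no replicates (n 1) / Measure: % activation from peak over basal fluorescence ratio, DMSO-to-PEA scaled / Timing: 17-24 h plating, Fluo-8 75 min 37 °C, 30 min RT / Technique: kinetic Fluo-8 calcium fluorescence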
Numbers without * were called inactive; . = not tested or not shown.

SMILES | CHO-K1 Ca antag | CHO parental Ca | TAAR1 antagonist | V1aR counter | CHO-K1 Ca PAM | CHRM1 agonist | M1 ag parental | OXTR potentiate | TAAR1 agonist
COCCN(C(=O)C1=COCCO1)c1c(N)n(CC(C)C)c(=O)[nH]c1=O | -2 | -6 | -20 | 1.8 | -9 | -1 | 0.0 | -1 | 7
Cc1cc(OCC(=O)N(Cc2ccccc2)C2CCS(=O)(=O)C2)ccc1Cl (centres undefined) | -17 | -15 | -8 | 2.6 | 8 | -2 | 4.0 | -2 | 1
CN(CC(=O)Nc1cc(Cl)ccc1C#N)C1CCS(=O)(=O)C1 (centres undefined) | -6 | -7 | 5 | 0.7 | -14 | -2 | 0.1 | -10 | 1
O=C(NCc1cccnc1)c1ccc(Cl)c(Cl)c1 | -3 | -9 | 2 | -1.1 | 7 | -3 | 0.4 | -8 | 18
COC(=O)c1cc2c(n1S(=O)(=O)c1ccc(C)cc1)C(=O)C(=O)c1[nH]cc(C(=O)OCc3ccccc3)c1-2 | -17 | . | . | . | 12 | -4 | 1.6 | . | .
CNc1ccc(OC)cc1-n1cnc(-c2ccc([N+](=O)[O-])cc2)c1 | -10 | -14 | 14 | -0.6 | 13 | -7 | 0.1 | -19 | 0
COc1ccc(-c2oc3cccnc3c2C#CC2(O)CCCCC2)cc1 | -12 | -45 | 16 | -1.5 | 17 | -6 | -0.1 | -5 | 15
O=C(CCC1CCCC1)Nc1cccn(Cc2ccccc2Br)c1=O | -5 | -10 | -15 | 0.0 | 0 | -4 | 1.3 | -15 | 3
COc1cccc(CN2CCCC(C(=O)c3ccc4c(c3)OCO4)C2)c1OC (centres undefined) | -13 | -17 | -26 | 2.9 | 16 | -11 | 1.4 | -4 | 1
Cn1c(N)c(C(=O)COC(=O)C(Cc2ccccc2)NC(=O)c2ccccc2)c(=O)n(C)c1=O (centres undefined) | -8 | 3 | 8 | -0.6 | 1 | -9 | 1.0 | -10 | 1
Clc1ccc(-c2noc(CSc3nnc(-c4ccncc4)n3-c3ccccc3)n2)cc1 | -3 | 6 | 39 | 11 | -13 | 3 | 13 | -6 | 21
COc1ccc(C(=S)N2CCOCC2)cc1OC(=O)c1ccccc1 | 0 | -4 | 12 | 1.3 | -14 | 1 | 0.8 | -12 | 7
Cc1ccccc1C(=O)NNC1=NCCC1 | -2 | 2 | -5 | 1.1 | 13 | -3 | 0.3 | -3 | 10
CC1CCC(C(C)C)C(NC(=O)c2ccncc2)C1 (centres undefined) | 22 | . | . | . | -6 | -4 | -0.3 | . | .
Cc1ccc(CC(NC(=O)C2CCCCC2)C(=O)O)cc1 (centres undefined) | -13 | -2 | -4 | . | 21 | -1 | 1.6 | . | 2
N#C/C(=C\c1ccncc1)c1nc2ccccc2[nH]1 | -18 | . | 11 | . | 24 | -6 | 0.2 | . | 14
Cc1ccc(S(=O)(=O)N2CC(=NN=C(N)N)C2)cc1 | -13 | 6 | -4 | -0.3 | 9 | -7 | 0.9 | -4 | 0
CCOC(=O)c1sc2ncn(C(C)C(=O)OCC)c(=O)c2c1C (centres undefined) | -5 | -21 | 3 | -0.6 | 12 | -3 | 0.7 | -2 | 15
COc1ccc(-c2nnc(Nc3ccc(S(=O)(=O)Nc4nccs4)cc3)c3ccccc23)cc1 | -1 | . | 15 | . | 18 | -8 | -0.1 | . | 3
Cc1cc(Cl)cc(Br)c1OCCCNCC(C)O (centres undefined) | -17 | -10 | -26 | 3.0 | 15 | -3 | 1.2 | -4 | 2
Cc1cccc(-c2nnc(N)s2)c1 | -6 | -10 | -13 | 0.5 | 15 | -1 | 0.2 | -11 | 4
Cc1cn([C@H]2C[C@H](O)[C@@H](CCC(=O)NCCCc3ccccc3)O2)c(=O)[nH]c1=O | -16 | . | 7 | . | 19 | 2 | 0.8 | . | 1
Cc1ccc(/C=C2/NC(=O)N(Cc3ccccc3)C2=O)s1 | 27* | 21 | 35 | 4.7 | -8 | -1 | 1.6 | -10 | 40*
C=CCn1c(SCC(=O)Nc2ccc3c(c2)CCC3)nc2ccccc2c1=O | 2 | -30 | -26 | 0.2 | 17 | -6 | 0.6 | -3 | 4
C/C(=N\Nc1ncc(Cl)cc1Cl)c1cccs1 | -3 | -8 | . | -1.2 | 15 | -6 | 3.1 | -1 | .
COc1cc(NC(=O)c2ccccc2)c(OC)cc1NC(=O)Cc1cccs1 | -3 | -22 | 35 | -1.1 | 9 | -6 | 0.3 | -2 | -1
CCCCOc1cc(C)nc(NCc2ccccc2)n1 | 2 | -15 | 26 | 0.1 | 5 | -2 | -0.5 | -20 | 22
CSc1nc(=O)n(-c2ccccc2)c(C)c1C(C)=O | -10 | -4 | 6 | 0.4 | 7 | -6 | 0.5 | 7 | 14
C=CCNC(=S)Nc1ccc(Br)cc1F | -7 | 2 | -1 | 1.1 | 16 | -9 | 1.7 | -5 | 0
CN1CCN(C(CNC(=O)Nc2ccc(Cl)cc2)c2ccc(F)cc2)CC1 (centres undefined) | -1 | -21 | -19 | 2.9 | -9 | -1 | 2.0 | -1 | 6
COC(=O)c1cc(NC(=O)CSc2nncn2C)cc(C(=O)OC)c1 | -18 | 2 | 27 | 0.5 | 15 | -4 | 1.2 | -1 | 9
COc1ccccc1Nc1nc(-c2cccc([N+](=O)[O-])c2)cs1 | -8 | -21 | 2 | -1.1 | 10 | -6 | 0.2 | -3 | 13
Cc1ccc(-c2oc3ccccc3c(=O)c2O)cc1 | -12 | -11 | 8 | 5.5 | 21 | -4 | 0.4 | -10 | 21
O=C(Cc1ccccc1)NC1CCN(Cc2ccccc2)CC1 | 6 | 0 | -9 | 1.9 | -1 | -13 | 0.3 | -7 | 4
O=C(Nc1ncc2c(n1)CC(c1ccc(Cl)cc1)CC2=O)c1ccco1 (centres undefined) | -14 | -17 | -14 | 0.9 | 15 | -3 | 0.7 | -7 | -1
CNC(=S)N1CCC(Cc2ccccc2)CC1 | 23 | . | -8 | . | -22 | -2 | 7.5 | . | 0
c1ccc(-c2csc(NC3CCCCC3)n2)cc1 | -6 | -21 | -16 | -0.8 | 14 | -4 | -0.4 | -8 | -6
Cc1cc(C)nc(N2CCCC(C(=O)Nc3nnc(C(C)(C)C)s3)C2)n1 (centres undefined) | -15 | -16 | -14 | -0.6 | 16 | -2 | 0.4 | -13 | 2
COc1ccc(N2CCN(C(=O)COc3ccc4c(C)cc(=O)oc4c3)CC2)cc1 | -23 | 2 | 1 | 0.3 | 24 | -6 | 4.1 | -17 | 1
O=C1CCN(Cc2ccc(Br)cc2)CCN1CCO | -3 | 2 | -1 | -0.6 | -8 | -5 | 0.2 | -9 | 1
O=C(c1cnn2cccnc12)N1CCN(c2ccccc2)CC1 | -7 | -1 | 2 | -0.1 | 9 | -3 | 0.0 | -1 | 1
Cc1ccc(SCCC(=O)OCC(=O)Nc2ccc(C(N)=O)cc2)cc1 | -8 | -16 | 12 | 4.6 | -7 | -2 | 2.1 | 1 | 8
CCC(C)c1ccccc1O (centres undefined) | -2 | -5 | 2 | -0.4 | 1 | -7 | 0.4 | 5 | 0
Cc1ccc(S(=O)(=O)N2CCN(C(=O)C(C)Cn3nc(C)c(C)c3C)CC2)cc1 (centres undefined) | -13 | -11 | -16 | 1.2 | 6 | -4 | 2.5 | -4 | 0
Cc1c(NC(=O)c2cc(CC(C)C)on2)c(=O)n(-c2ccccc2)n1C | 2 | -5 | -17 | 0.4 | 17 | -13 | -0.1 | 1 | 0
CC(C)[C@H](NC(=O)c1c(F)cccc1F)C(=O)N1CCN(c2ccc(F)cc2)CC1 | -19 | -30 | -14 | -0.6 | 16 | -7 | 0.0 | -6 | 2
COc1ccccc1C(=O)NC(=O)COC(=O)c1ccc(Cl)nc1 | 11 | -15 | -18 | 0.5 | 6 | -1 | -0.2 | 4 | 0
NC(=O)CSc1nnc(COc2ccccc2)n1N | -11 | -5 | -3 | 0.5 | 12 | -1 | 0.9 | -12 | 1
O=C(CCCOc1ccc(Cl)cc1)NC1CCCCC1 | 1 | -3 | -44 | 1.0 | 5 | -3 | 0.7 | -4 | -1
CN(C(=O)COc1cc(C(F)(F)F)nn1C)c1ccccc1 | 0 | -2 | -8 | 0.4 | -10 | -4 | -0.3 | -5 | 2
Other entries.
SMILES | CHO-K1 Ca antag | CHO parental Ca | TAAR1 antagonist | V1aR counter | CHO-K1 Ca PAM | CHRM1 agonist | M1 ag parental | OXTR potentiate | TAAR1 agonist
O=c1ccc2cc(S(=O)(=O)N3CCN(c4ccccc4F)CC3)ccc2o1 | 3 | 2 | 13 | 7.0 | -6 | -5 | 0.6 | -13 | 0
COc1cccc(C(C(=O)NC(C)(C)C)N(CCC(C)C)C(=O)CCC(=O)Nc2cc(C)on2)c1OC (centres undefined) | -5 | -2 | 10 | -0.7 | 19 | -9 | -0.2 | 1 | 0
C=CCN1C(=O)/C(=C/c2ccsc2)SC1=S | -1 | -5 | -5 | 1.0 | -16 | -1 | 0.0 | -17 | 4
COc1ccc(CNC(=O)C(C)N2CCN(c3ccc(C(C)=O)cc3)CC2)cc1 (centres undefined) | -6 | -19 | -16 | 5.7 | -5 | -4 | 2.0 | -11 | 2
COc1ccc(NC(=O)C2CCC(=O)N2)cc1 (centres undefined) | -15 | 3 | 6 | 0.4 | 19 | 4 | 0.4 | -8 | 1
CC(C)(C)OC(=O)CC[C@@H](C(=O)NCCCCCCCCCCC(=O)N1CCN(C(=O)OC(C)(C)C)CC1)n1cc(CCCCCNC(=O)OC(C)(C)C)nn1 | -1 | -21 | 42 | 0.1 | -4 | 6 | -0.2 | -9 | 8
O=C(O)c1ccc(S(=O)(=O)c2ccc3c(c2)C(=O)N(CC2CCCO2)C3=O)cc1 (centres undefined) | -14 | 1 | 3 | 0.4 | 5 | 4 | 0.2 | -11 | 9
Cc1c(O)ccc(/C(Cc2ccc3ccccc3n2)=N\O)c1O | 1 | -9 | 19 | 17 | 24 | 10 | 5.6 | -24 | 13

3 entries out of the list above, ordered by the number in TAAR1 antagonist, high to low:
| compound | TAAR1 antagonist |
| --- | --- |
| CC(C)(C)OC(=O)CC[C@@H](C(=O)NCCCCCCCCCCC(=O)N1CCN(C(=O)OC(C)(C)C)CC1)n1cc(CCCCCNC(=O)OC(C)(C)C)nn1 | 42 |
| O=c1ccc2cc(S(=O)(=O)N3CCN(c4ccccc4F)CC3)ccc2o1 | 13 |
| COc1ccc(NC(=O)C2CCC(=O)N2)cc1 (centres undefined) | 6 |
